From PubChem BioAssay
PABP1 MLLE inh: inhibitors of PABP1 MLLE–PAM2 peptide binding, primary screen, biochemical, fluorescence polarization, FITC-PAM2, GST-MLLE | Polyadenylate-binding protein 1 (Homo sapiens), P11940 | inhibition, % at 20 µM | 360,000 compounds, 0.36% hits | AID 588489, 2011; in the data active means inhibition above about 35%, passing the limit was not always enough;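 further: plate controls were DMSO wells with GST-MLLE for no effect and wells lacking GST-MLLE protein for full effect; some results filed as inactive read as strong as hits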
Rin1-Abl PPI inh: inhibitors of Rin1-Abl protein binding, primary screen, biochemical, TR-FRET | 360,000 compounds, 0.4% hits | inhibition, % at 7.35 µM; in the data active means inhibition above about 5%, passing the limit was not always enough
Neddylation inh: inhibitors of cullin neddylation, primary screen, biochemical, TR-FRET, uHTS, NAE and Ubc12 | 360,000 compounds, 0.58% hits | AID 651699, 2012 | calls only at 25 µM; in the data active means inhibition above about 36%
Target sequence (P61081 whole entry, looked up): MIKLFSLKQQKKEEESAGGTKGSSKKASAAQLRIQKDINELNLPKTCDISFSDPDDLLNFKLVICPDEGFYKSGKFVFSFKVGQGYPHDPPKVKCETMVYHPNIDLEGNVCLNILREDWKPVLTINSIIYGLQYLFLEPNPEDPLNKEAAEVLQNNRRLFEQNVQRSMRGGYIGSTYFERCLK
Target sequence (Q13564 whole entry, looked up): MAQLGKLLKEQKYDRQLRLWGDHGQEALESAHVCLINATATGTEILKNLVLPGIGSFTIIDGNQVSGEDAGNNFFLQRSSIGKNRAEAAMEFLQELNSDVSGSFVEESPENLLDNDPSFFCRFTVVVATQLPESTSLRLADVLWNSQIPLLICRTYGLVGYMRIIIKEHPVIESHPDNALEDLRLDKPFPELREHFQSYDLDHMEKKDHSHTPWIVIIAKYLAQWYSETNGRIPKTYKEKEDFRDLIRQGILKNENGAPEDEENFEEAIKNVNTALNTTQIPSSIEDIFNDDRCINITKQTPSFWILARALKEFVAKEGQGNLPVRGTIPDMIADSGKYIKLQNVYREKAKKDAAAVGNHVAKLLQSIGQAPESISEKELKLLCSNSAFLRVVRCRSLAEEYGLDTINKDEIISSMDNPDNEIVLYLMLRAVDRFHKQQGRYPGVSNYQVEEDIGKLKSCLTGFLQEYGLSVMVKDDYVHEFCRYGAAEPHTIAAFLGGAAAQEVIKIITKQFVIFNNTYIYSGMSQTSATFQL
NRP1-CendR mod: modulators of CendR peptide binding to NRP-1, primary screen, biochemical, fluorescence polarization, uHTS; Neuropilin-1 (Homo sapiens), O14786; FAM-RPARPAR peptide binding to NRP-1; AID 602438, 2012; 360,000 compounds, 0.85% hits; inhibition, % at 25 µM;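 active means inhibition or corrected inhibition above about 18%, plus a signal ratio from 0.5 to 1.5, limit read from the data, passing the limit was not always enough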; further: strong numbers were not always called active
E coli Lon inh: inhibitors of E. coli Lon protease, primary screen, biochemical, fluorescence polarization; P0A9M0; purified E. coli Lon protease; inhibition, % at 7.94 µM; 360,000 compounds, 0.42% hits; in the data active means inhibition above about 13%, passing the limit was not always enough;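 further: 0% = enzyme with probe and DMSO and 100% = no enzyme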
MT1-MMP act inh: blockers of MT1-MMP proenzyme processing, primary screen, HT1080 RFP-PRO-GFP cells, GFP/RFP fluorescence. Matrix metalloproteinase-14 (Homo sapiens), P50281. GFP/RFP ratio fluorescence, overnight; percent of plate control window, DMSO zero. GFP/RFP ratio change, % at 20 µM. 360,000 compounds, 0.061% hits. AID 651647, 2012;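 active means GFP/RFP ratio change of at least 30% with cell ATP level not reduced by more than half and red fluorescence within 50% of control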; further: strong numbers were not always called active
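system = RFP-PRO-GFP reporter HT1080 cells | dosing = 20 µM single dose, 1% DMSO | timing = overnight cell settling, then overnight compound exposure, 37 °C, 5% CO2 | read-out basis = GFP/RFP fluorescence ratio | controls = DMSO and RFP-L50D-GFP cell wells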
bovine MsrA act: bovine MsrA enzyme activators, primary screen, biochemical, absorbance, HTS | Methionine sulfoxide reductase A (Bos taurus) | purified bovine MsrA, absorbance read-out | activation, % at 10.6 µM | 360,000 compounds, 0.3% hits | AID 602163, 2012; in the data active means activation above about 7.5%;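 further: 0% = vehicle and 100% = reference activator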
SKN-1 block: suppressors of acrylamide-induced Pgst-4::GFP reporter in worms, primary screen, SKN-1 inhibitor project, whole organism, uHTS, GFP/RFP fluorescence ratio, strain VP596; C. elegans VP596 Pgst-4::GFP/RFP ratio, 24 h; inhibition, % at 21.8 µM; 360,000 compounds, 0.49% hits;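 active means interference check ratio from 0.5 to 1.5 plus GFP to RFP signal ratio inhibition reaching or exceeding a fixed threshold, cut at about 30% in these data, passing the limit was not always enough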; further: some compounds called inactive have numbers as strong as hits
FAS TE block: FAS thioesterase domain inhibitors, primary screen, biochemical, fluorescence intensity, uHTS; Fatty acid synthase (Homo sapiens), P49327; inhibition, % at 15 µM; 360,000 compounds, 0.67% hits; recombinant FAS-TE, OMFH fluorogenic substrate, fluorescence endpoint;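 active means compounds whose normalised, plate-corrected inhibition of enzyme fluorescence in the single-dose primary screen is 50% or more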;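 further: 0% = DMSO with enzyme and 100% = substrate without enzyme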
* hit, by the source's call; i = inactive; / = not tested or not shown. This is a random part of the collection; 4% or so of the library scored in one or more.

The first 6 records (preview)
SMILES	PABP1 MLLE inh	Rin1-Abl PPI inh	Neddylation inh	NRP1-CendR mod	E coli Lon inh	MT1-MMP act inh	bovine MsrA act	SKN-1 block	FAS TE block
COC(=O)COc1ccc(C2NC(=O)NC(c3ccccc3)=C2C(C)=O)cc1Br (configuration not stated)	-15	-1	i	-2	-13	-1	-2	2	-1
CC(C)(C)c1cc(NC(=O)COC(=O)c2ccccc2O)n(-c2ccccc2)n1	0	-3	i	-9	-1	3	1	-6	10
O=C(Nc1nnc(C2CC2)s1)c1cc(S(=O)(=O)N2CCCCC2)ccc1N1CCOCC1	-7	-1	i	-7	-2	-2	-4	-3	3
CCOc1ccc(OCC)c(NC(=O)c2[nH]c(C)c(C(C)=O)c2C)c1	2	-7	i	-1	-4	7	-7	-5	-9
CC(C(=O)O)N1C(=O)CSc2ncccc21 (configuration not stated)	-7	2	i	12	-7	-6	-9	-9	-10
CC(C)(C)C(=O)C(C(c1ccccc1)N1CCOCC1)N1CCOCC1 (configuration not stated)	-11	1	i	7	-2	-4	-9	30	11

The whole of this part, from the start:
SMILES	PABP1 MLLE inh	Rin1-Abl PPI inh	Neddylation inh	NRP1-CendR mod	E coli Lon inh	MT1-MMP act inh	bovine MsrA act	SKN-1 block	FAS TE block
COC(=O)COc1ccc(C2NC(=O)NC(c3ccccc3)=C2C(C)=O)cc1Br (configuration not stated)	-15	-1	i	-2	-13	-1	-2	2	-1
CC(C)(C)c1cc(NC(=O)COC(=O)c2ccccc2O)n(-c2ccccc2)n1	0	-3	i	-9	-1	3	1	-6	10
O=C(Nc1nnc(C2CC2)s1)c1cc(S(=O)(=O)N2CCCCC2)ccc1N1CCOCC1	-7	-1	i	-7	-2	-2	-4	-3	3
CCOc1ccc(OCC)c(NC(=O)c2[nH]c(C)c(C(C)=O)c2C)c1	2	-7	i	-1	-4	7	-7	-5	-9
CC(C(=O)O)N1C(=O)CSc2ncccc21 (configuration not stated)	-7	2	i	12	-7	-6	-9	-9	-10
CC(C)(C)C(=O)C(C(c1ccccc1)N1CCOCC1)N1CCOCC1 (configuration not stated)	-11	1	i	7	-2	-4	-9	30	11
COc1nc(OC)nc(N2CCC(C(=O)Nc3cccc4ccccc34)CC2)n1	-1	-6	i	-3	-7	3	-3	-3	-5
COc1ccc(OC)c(S(=O)(=O)NC(C)(C)C)c1	0	2	i	-1	-4	3	-2	14	-11
CCCS(=O)(=O)c1c(S(=O)(=O)CCC)c2ccc(C(N)=O)cn2c1C(=O)OC	7	3	i	-4	-5	-3	-6	1	-6
COc1ccc(C(=O)OCc2cc(=O)oc3cc(C)ccc23)cc1S(=O)(=O)N1CCOCC1	-3	-2	i	2	-24	-1	-3	7	0
CS(=O)(=O)Nc1ccc(S(=O)(=O)N2CCCC2)cc1	8	-4	i	-4	0	5	-2	-10	-3
O=C(c1nn2c(C(F)(F)F)cc(-c3ccco3)nc2c1Br)N1CCCc2ccccc21	-4	1	i	2	-15	-15	0	-17	14

Seven compounds from above, arranged by formula weight, ascending.
SMILES	PABP1 MLLE inh	Rin1-Abl PPI inh	Neddylation inh	NRP1-CendR mod	E coli Lon inh	MT1-MMP act inh	bovine MsrA act	SKN-1 block	FAS TE block
COc1ccc(OC)c(S(=O)(=O)NC(C)(C)C)c1	0	2	i	-1	-4	3	-2	14	-11
CS(=O)(=O)Nc1ccc(S(=O)(=O)N2CCCC2)cc1	8	-4	i	-4	0	5	-2	-10	-3
COc1nc(OC)nc(N2CCC(C(=O)Nc3cccc4ccccc34)CC2)n1	-1	-6	i	-3	-7	3	-3	-3	-5
CCCS(=O)(=O)c1c(S(=O)(=O)CCC)c2ccc(C(N)=O)cn2c1C(=O)OC	7	3	i	-4	-5	-3	-6	1	-6
COC(=O)COc1ccc(C2NC(=O)NC(c3ccccc3)=C2C(C)=O)cc1Br (configuration not stated)	-15	-1	i	-2	-13	-1	-2	2	-1
COc1ccc(C(=O)OCc2cc(=O)oc3cc(C)ccc23)cc1S(=O)(=O)N1CCOCC1	-3	-2	i	2	-24	-1	-3	7	0
O=C(Nc1nnc(C2CC2)s1)c1cc(S(=O)(=O)N2CCCCC2)ccc1N1CCOCC1	-7	-1	i	-7	-2	-2	-4	-3	3

The results go on.
SMILES	PABP1 MLLE inh	Rin1-Abl PPI inh	Neddylation inh	NRP1-CendR mod	E coli Lon inh	MT1-MMP act inh	bovine MsrA act	SKN-1 block	FAS TE block
CCCN(CC(=O)Nc1ccccc1C)C(=O)c1ccc(S(=O)(=O)N2CCCC2)cc1	-1	1	i	-4	1	-3	0	1	-3
c1ccc(Oc2cccc(CN3CCCCC3)c2)cc1	-21	2	i	-9	-2	1	-2	16	-12
COc1cccc2c(=O)n(CC(=O)N3CCC(C)CC3)ccc12	0	1	i	-4	-3	-3	-6	10	-6
Cc1ccc(C(C)C)c(OCCCCN2CCNCC2)c1	-9	0	i	6	-3	0	-5	-16	-8
Cc1cc(C)n2c(SCC(=O)Nc3cc(C)on3)nnc2n1	-2	-3	i	6	-5	3	-4	-28	-4
CCn1cc(C(=O)NCCCOC(C)C)c(=O)c2cc(S(=O)(=O)N3CCOCC3)ccc21	6	0	i	1	7	2	-7	-4	-11
O=C(c1ccccc1-c1nc2ccccc2[nH]1)N1CCCCC1	-11	-2	i	-9	-8	0	-4	-6	-1
Cc1ccc(-n2ncc3c2CC(C)(C)CC3NC(=O)CCc2ccncc2)cc1 (configuration not stated)	15	0	i	-1	-2	0	-5	-3	-1
NS(=O)(=O)c1ccc(CCNC(c2ccccc2)c2ccccc2)cc1	-5	3	i	-2	-1	-4	-4	13	0
Cc1cc(S(=O)(=O)N2CCOCC2)ccc1OCC(=O)NCc1ccco1	4	3	i	6	7	0	0	1	-8
Cc1cc(-c2ccc3ccccc3c2)n2ncnc2n1	10	2	/	7	4	0	0	3	-4
CC(C)(C)C(=O)NC(=S)Nc1ccc(F)cc1	23	4	i	18	-6	1	0	4	-8
COc1ccc(C(=O)/C=C/C(=O)N(CC(=O)NC2CCCCC2)Cc2ccccc2)c(O)c1	16	-1	i	0	9	-4	-1	7	14
CCOc1ccc(NC(=O)c2ccc3nccnc3c2)cc1	11	-3	i	3	-3	0	-11	-25	-13
Nc1ncnc2c(C3OC(CO)C(O)C3O)c[nH]c12 (configuration not stated)	-5	1	i	-10	0	-31	-2	18	-7
Cc1csc(SCCn2c(N3CCCC3)nc3c2c(=O)[nH]c(=O)n3C)n1	10	1	i	4	2	1	-7	13	-6
Cc1ccc(NC(=O)COC(=O)C2(CC(=O)NC(C)C)CCCC2)cc1C	12	1	i	-15	-10	-1	0	19	-2
COc1ccc(OC)c(C(=O)COC(=O)CNC(=O)C2CCCCC2)c1	3	-1	i	2	-3	-4	-7	-15	-5
CCOc1ccccc1NC(=S)N(CCN(C)C)C(C)c1ccncc1 (configuration not stated)	-7	-1	i	18	-7	-2	-1	-1	-6
COc1ccc(NC(=O)c2sc3ncn(CC(=O)N4CCN(c5ccccn5)CC4)c(=O)c3c2C)cc1OC	11	4	i	9	4	4	-6	-2	-2
Cc1ccc(NC(=O)Cn2cnc3c(NCc4ccccc4)ncnc32)cc1C	-2	-6	i	-10	-4	7	-1	-18	-6
Cc1ccc(NC(=S)N/N=C2\CC(C)(C)Oc3ccc(O)cc32)cc1	29	2	i	-2	2	3	-6	-3	-16
CCc1nnc(NC(=O)CSc2nc3cc4c(cc3cc2C)OCCO4)s1	-55	-5	i	-16	-3	3	-7	-2	-2
O=C(OCC(=O)N1CCCc2ccccc21)c1ccccc1[N+](=O)[O-]	0	1	i	16	3	8	-3	-5	1
COc1ccc(N=C2SC(CC(=O)Nc3ccccc3F)C(=O)N2Cc2ccco2)cc1 (configuration not stated)	6	-3	i	-1	7	2	-4	-8	9
CCOc1cc(/C=N/N=C2/NC(=O)C(CC(=O)O)S2)ccc1OCc1ccc(Cl)cc1Cl (configuration not stated)	4	0	i	-80	4	-1	-1	-1	2
O=C(Nc1ccc(F)cc1)Nc1nnc(Cc2ccccc2F)s1	-9	-4	i	6	-9	3	-2	5	5
COCCNC(=O)C(c1ccc(O)cc1)N(Cc1ccccc1)C(=O)CCC(=O)Nc1ccccn1 (configuration not stated)	-13	-1	i	-1	8	1	-6	-1	-8
Cc1ccc(-c2ccc(SCC(=O)Nc3cc(C)on3)nn2)cc1	-3	-1	i	13	-2	3	-9	2	-4
Cc1ncccc1C(=O)N1CCCC(CNC(=O)C2(c3ccc(Cl)cc3)CC2)C1 (configuration not stated)	2	-1	i	8	-1	1	-1	14	-1
CCOC(=O)c1cnc(Nc2ccc(OCC)cc2)nc1C	16	1	i	12	-1	1	-1	19	2
Cc1ccc(NC(=O)CSCc2nc3c(nnn3Cc3ccc(F)cc3)c(=O)[nH]2)c(C)c1	1	-9	i	-1	4	2	-8	-6	0
COc1ccc(CCN(C)C(=O)c2c(C)noc2C)cc1OC	-4	1	i	6	-12	-1	-3	-13	-1
CCN(CC)c1ccc(C2Nc3cccc4cccc(c34)N2)cc1	-26	-1	i	-21	-13	0	-2	-5	22
CNC(=O)c1c(NC(=O)CCS(=O)(=O)c2ccc(F)cc2)sc(C)c1C	-2	0	i	15	-14	7	-3	5	-8
COC(=O)c1sc(NC(=O)C2CCCCC2C(=O)O)c(C(=O)OC)c1C (configuration not stated)	14	-16	i	-2	-11	0	-2	14	-5
CCN(CC)c1nc2c(c(=O)n(C)c(=O)n2C)n1CC(=O)c1ccccc1	-7	-6	i	-2	-2	-4	-3	14	-2
CCOC(=O)c1ccc(N2C(=O)CC(N3CCC(C(=O)OCC)CC3)C2=O)cc1 (configuration not stated)	1	3	i	9	-1	10	-4	0	-2
Cc1ccc(C)c(S(=O)(=O)N2CCCOC2CNC(=O)C(=O)NC2CC2)c1 (configuration not stated)	-7	-1	i	13	-1	-3	-2	-2	-11
CC(/C=N/NC(=O)c1cc(C(C)(C)C)[nH]n1)=C\c1ccccc1	-5	-1	i	6	-8	9	-5	5	-2
